Screens as filed in PubChem.
TLR4 MyD88 comp: inhibitors of TLR4-MyD88 association in cells, primary screen, cell-based, HeLa CL3-4, BLA complementation, FRET ratio | Toll-like receptor 4 (Homo sapiens) + Myeloid differentiation primary response protein … | HeLa CL3-4 TLR4/MyD88 BLA complementation | inhibition, % at 8.4 µM | 0.18% of 200,000 active | AID 861, 2007; in the data active means inhibition above about 25%;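 further: 0% = vehicle and 100% = reference inhibitor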
Target sequence (O00206 whole entry, looked up): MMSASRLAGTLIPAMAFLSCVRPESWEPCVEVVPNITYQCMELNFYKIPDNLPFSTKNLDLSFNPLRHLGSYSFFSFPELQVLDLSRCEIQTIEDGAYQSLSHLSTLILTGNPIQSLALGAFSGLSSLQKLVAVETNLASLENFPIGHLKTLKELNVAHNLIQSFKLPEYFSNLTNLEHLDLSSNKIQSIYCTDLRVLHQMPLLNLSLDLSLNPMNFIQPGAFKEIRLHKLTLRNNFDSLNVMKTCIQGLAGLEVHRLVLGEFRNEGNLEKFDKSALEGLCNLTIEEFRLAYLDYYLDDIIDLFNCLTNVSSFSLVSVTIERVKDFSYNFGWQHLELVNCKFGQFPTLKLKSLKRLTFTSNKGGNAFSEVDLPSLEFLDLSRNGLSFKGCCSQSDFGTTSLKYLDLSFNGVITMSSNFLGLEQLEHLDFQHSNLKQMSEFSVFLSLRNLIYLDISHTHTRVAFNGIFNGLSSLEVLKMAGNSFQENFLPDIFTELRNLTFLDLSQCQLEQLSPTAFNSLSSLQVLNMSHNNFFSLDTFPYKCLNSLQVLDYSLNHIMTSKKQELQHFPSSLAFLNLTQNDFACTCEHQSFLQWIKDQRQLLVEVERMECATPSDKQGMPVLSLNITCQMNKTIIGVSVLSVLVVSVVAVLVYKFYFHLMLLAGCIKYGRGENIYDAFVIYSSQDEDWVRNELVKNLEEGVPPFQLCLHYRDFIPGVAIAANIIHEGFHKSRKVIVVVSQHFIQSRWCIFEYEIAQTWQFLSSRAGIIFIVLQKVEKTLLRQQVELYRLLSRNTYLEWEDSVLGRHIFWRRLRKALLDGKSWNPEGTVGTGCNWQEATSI
Target sequence (Q99836 whole entry, looked up): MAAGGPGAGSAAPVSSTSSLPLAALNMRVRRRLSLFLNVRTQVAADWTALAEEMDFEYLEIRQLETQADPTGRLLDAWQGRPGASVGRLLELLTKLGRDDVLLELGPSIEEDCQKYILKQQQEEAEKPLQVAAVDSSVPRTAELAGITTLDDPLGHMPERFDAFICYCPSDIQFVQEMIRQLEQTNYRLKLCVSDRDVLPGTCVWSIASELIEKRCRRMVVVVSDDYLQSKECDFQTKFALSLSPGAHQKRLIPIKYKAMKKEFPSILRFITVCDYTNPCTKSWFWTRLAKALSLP
FLuc stim CS: FLuc activators, initial screening, artefact control for FLuc-dependent activation tests, biochemical, ATPlite luminescence | Luciferin 4-monooxygenase (Photinus pyralis), P08659 | ATPlite luciferase biochemical, 10 min; 0 = ATP-free wells, 1 = DMSO control | activation factor at 10 µM | 200,000 tested, under 10 active | AID 1027, 2008;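 active means luciferase activation factor, scaled between plate controls, of at least 2 with compound at 10 µM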
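Assay system: Luciferase/luciferin detection reagent, cell-free biochemical luciferase assay / Read-out: luciferase activation / Benchmarks: No-ATP low control, compound-free enzyme-plus-ATP high control / Medium: PBS buffer for ATP / Detection: luminescence measurement of luciferase light output / Schedule: 10 min at ambient temperature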
APP transl inh: inhibitors of APP translation via 5'UTR reporter, primary screen, APP 5'UTR luciferase, SH-SY5Y cells; SH-SY5Y APP 5'UTR-luciferase reporter, luminescence; 0.82% of 190,000 active; inhibition, % at 2 µM; AID 1285, 2008;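 active means inhibition above a set limit, derived from the sample mean plus 3 SD, cut at about 45% in these data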; further: values of inactives mirror those of a sister screen read the other way
STAT1 act: STAT1 signaling activators, primary screen, cell-based, HTS, luciferase reporter | NIH 3T3 STAT1-luciferase reporter, IFN-gamma, luminescence; 100% = IFN-gamma alone, no compound | activation (% of control), % at 5.5 µM | 2.6% of 200,000 active;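 active means activation above the screen-wide mean activation plus 3 SD, cut at about 130% in these data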;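 further: raw ratio to IFN-gamma control signal so 100% means no change and 0% no light; values of inactives mirror those of a sister screen read the other way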
FLuc inhib CS: firefly luciferase enzyme inhibitors, primary screen, artefact control for luciferase-based inhibitor screens, biochemical, luminescence, ATPLite. AID 1006, 2008. inhibition, % at 10 µM. Luciferin 4-monooxygenase (Photinus pyralis), P08659. 10 min. 1.5% of 200,000 active;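 active means inhibition above about 50% when tested at 10 µM, limit read from the data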
APP 5'UTR act: activators of APP 5'UTR luciferase reporter, primary screen, SH-SY5Y cells | SH-SY5Y APP 5'UTR luciferase reporter, luminescence; zero percent = DMSO vehicle wells | activation, % at 2 µM | 1% of 190,000 active | AID 1276, 2008;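 active means activation above a set limit, based on mean plus 3 SD of controls, cut at about 140% in these data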; further: values of inactives mirror those of a sister screen read the other way
G6PDH CS: L. mesenteroides G6PDH inhibitors, counter-screen for G6PDH-coupled screening assays, biochemical, Leuconostoc mesenteroides enzyme | glucose-6-phosphate dehydrogenase [Leuconostoc mesenteroides] | Purified L. mesenteroides G6PDH, diaphorase/resazurin coupled fluorescence, 45 min | inhibition, % at 5 µM | 0.12% of 200,000 active | AID 1020, 2008; in the data active means inhibition above about 50%
NF-kB neuron act: activators of NF-kB expression in neurons, primary screen, cell-based, HTS; human neuronal cells, NF-kB reporter expression; stronger effect = higher value; fold change at 12.5 µM; 1.6% of 190,000 active; AID 1239, 2008; in the data active means fold change above about 3.3
Diaphorase act: compounds boosting diaphorase resazurin reduction – biochemical, uHTS, resorufin fluorescence, counter-screen for diaphorase-coupled primary assays, primary screen | Diaphorase/resazurin coupled assay, 16 min; stronger effect = higher value; 1 = vehicle wells, 0 = NADH-free wells | activation factor at 20 µM | 0.005% of 190,000 active | AID 1229, 2008;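 active means diaphorase activity raised at least twofold by the compound at 20 µM; inactive means activation factor below 2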
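test system = bacterial diaphorase enzyme (C. kluyveri) | quantity = enzyme 0.07 U/mL final | reagent = NADH substrate 0.114 mM plus resazurin dye 0.1 mM, final | incubation = 16 min enzyme reaction, ambient temperature | buffer or medium = HEPES pH 7.4 buffer with MgCl2 and Tween 20 | signal = fluorescence of resorufin, 544 nm excitation, 590 nm emission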
Diaphorase inh: diaphorase inhibitors and chemical oxidizers, primary screen, counter-screen for diaphorase-coupled primary assays, biochemical, uHTS, resorufin fluorescence; AID 1217, 2008; diaphorase resazurin-to-resorufin fluorescence, NADH, 16 min; bacterial (C. kluyveri) enzyme, not human; 0.69% of 190,000 active; inhibition, % at 20 µM;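 active means primary screen inhibition at 20 µM above a set limit, cut at about 50% in these data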;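 further: plate controls were DMSO with full reaction for no effect and wells lacking NADH for full effect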
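controls = No-NADH positive control and DMSO neutral control | system = Clostridium kluyveri diaphorase enzyme | timing = reaction incubation of 16 min at room temperature | signal = resorufin fluorescence 544/590 nm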
Numbers without * were called inactive; · = no result given.

Value order: G6PDH CS, FLuc stim CS, STAT1 act, Diaphorase act, FLuc inhib CS, NF-kB neuron act, Diaphorase inh, TLR4 MyD88 comp, APP transl inh, APP 5'UTR act
(1) c1cncc(C2Nc3ccccc3-c3nc4ccccc4n32)c1 (centres undefined)
 : 1.3, 1, 108.9, 0.9, -0.8, 0.68, 14.2, -8.3, 10.2, -10.2
(2) O=c1c2ccccc2ncn1Cc1ccco1
 : 8.5, 1.1, 106.4, 0.8, -5.6, 0.97, 18.6, 1.1, -2.0, 2.0
(3) COc1ccc(CCNC(=O)NC2CCCCC2)cc1OC
 : -12.1, 1, 103.4, 0.8, -3.6, 0.92, 17.0, 12.1, 6.6, -6.6
(4) COc1cccc(NC(=S)NN2CCN(C)CC2)c1
 : -3.8, 1.1, 104.3, 0.9, -7.4, 0.59, 12.7, -3.1, -30.6, 30.6
(5) COc1ccc(-c2noc(CCC(=O)Nc3cc(OC)ccc3OC)n2)cc1
 : 3.2, 1, 97.5, 0.8, 0.6, 1.33, 22.4, -0.1, 21.2, -21.2
(6) S=c1[nH]nc([C@@H]2C[C@H]2c2ccccc2)n1-c1ccccc1
 : -3.1, 0.9, 103.9, 0.7, 6.2, 1.47, 27.6, 1.9, -32.4, 32.4
(7) Cc1c(NC(=O)c2cccc(NC(=O)c3ccco3)c2)cccc1C(=O)O
 : 0.8, 1, 101.4, 0.8, -4.0, 1.08, 24.5, -20.4, -1.4, 1.4
(8) N/C(=N\NC(=O)c1cccs1)c1cc2ccccc2oc1=O
 : -15.1, 1, 105.1, 1, -4.8, 1.42, 3.6, 10.5, -39.0, 39.0
(9) Cc1onc(-c2ccccc2)c1C(=O)NNC(=S)NC(=O)c1ccc(Br)cc1
 : -16.0, 1, 105.5, 0.6, -4.5, 0.91, 40.3, 4.6, 15.8, -15.8
(10) O=C(Nc1ccccc1)N(C1=NCCCCS1)c1ccccc1
 : -4.1, 1, 104.7, 1, 0.2, 1.16, 2.2, 3.0, -12.4, 12.4

Value order: G6PDH CS, FLuc stim CS, STAT1 act, Diaphorase act, FLuc inhib CS, NF-kB neuron act, Diaphorase inh, TLR4 MyD88 comp, APP transl inh, APP 5'UTR act
(11) O=C(c1ccc(N2CCCCC2)c([N+](=O)[O-])c1)N(Cc1ccccc1)c1ccccn1
 : 3.8, 1.1, 92.6, 0.9, -7.5, 1.15, 14.0, 8.5, -13.8, 13.8
(12) O=C(Cc1cccs1)Nc1cccc(-c2nc3cc4ccccc4cc3[nH]2)c1
 : 6.6, 0.2, 197.4*, 0.8, 75.4*, 4.76*, 19.1, -7.1, -195.4, 195.4*
(13) CCOC(=O)C1=C(c2ccccc2)N=c2s/c(=C\c3cccc(O)c3)c(=O)n2C1c1cccs1 (centres undefined)
 : 8.7, 1.1, 97.3, 0.7, -6.3, 0.39, 30.1, 3.1, 11.6, -11.7
(14) Cc1cc(Oc2ccc(=O)n(C)n2)nc(Oc2ccc(=O)n(C)n2)n1
 : 0.1, 1, 99.1, 0.9, -2.3, 1.13, 7.1, 2.7, -0.9, 0.9
(15) Cc1cnc(N)c2c(=O)oc3ccccc3c12
 : 0.3, 1.1, 107.6, 0.8, -5.8, 1.39, 21.7, 3.9, ·, ·
(16) N=C1C(c2nc3ccccc3c(=O)[nH]2)=C(O)CN1CCc1ccccc1
 : 9.6, 1, 93.1, 0.9, -3.4, 1.02, 13.8, -14.9, ·, ·
(17) Cc1cc(C)n2nc3nc(N4CCCCC4)nc(-c4ccco4)c3c2n1
 : 1.8, 1, ·, 0.9, -0.4, 0.73, 11.9, ·, ·, ·
(18) COc1ccccc1CNC(=O)c1nnc(Cc2ccc(Cl)cc2)o1
 : 15.4, 1.1, 104.4, 1, -9.9, 1.04, -4.8, -6.9, -14.9, 14.9
(19) CSCCC(NC(=O)c1ccc(Br)cc1)C(=O)O (centres undefined)
 : 2.2, 1, 98.4, 0.8, 2.1, 1.01, 18.3, -10.2, -15.6, 15.6
(20) CCCN(CCC)S(=O)(=O)c1ccc(C(=O)O)cc1
 : 19.6, 1, 100.2, 0.9, -0.1, 1.03, 11.0, 0.7, -9.4, 9.4

Structural class: the entries above with a thiophene ring, fused or not (three)
Value order: G6PDH CS, FLuc stim CS, STAT1 act, Diaphorase act, FLuc inhib CS, NF-kB neuron act, Diaphorase inh, TLR4 MyD88 comp, APP transl inh, APP 5'UTR act
(8) N/C(=N\NC(=O)c1cccs1)c1cc2ccccc2oc1=O
 : -15.1, 1, 105.1, 1, -4.8, 1.42, 3.6, 10.5, -39.0, 39.0
(12) O=C(Cc1cccs1)Nc1cccc(-c2nc3cc4ccccc4cc3[nH]2)c1
 : 6.6, 0.2, 197.4*, 0.8, 75.4*, 4.76*, 19.1, -7.1, -195.4, 195.4*
(13) CCOC(=O)C1=C(c2ccccc2)N=c2s/c(=C\c3cccc(O)c3)c(=O)n2C1c1cccs1 (centres undefined)
 : 8.7, 1.1, 97.3, 0.7, -6.3, 0.39, 30.1, 3.1, 11.6, -11.7

Next section:
Value order: G6PDH CS, FLuc stim CS, STAT1 act, Diaphorase act, FLuc inhib CS, NF-kB neuron act, Diaphorase inh, TLR4 MyD88 comp, APP transl inh, APP 5'UTR act
(21) CNc1nnc(-c2cccc(N(C)C)c2)s1
 : -14.5, 0.7, 120.9, 0.8, 28.4, 1.18, 19.3, -3.1, -37.9, 37.9
(22) Cc1ccc(N=C2CCCN2Cc2ccccc2)c(C#N)c1
 : -1.7, 1, 106.2, 1, 3.0, 1.18, 4.7, 9.0, -9.5, ·
(23) O=C(NCc1ccccc1)C1CC2CCCC(C1)C2=O (centres undefined)
 : 2.5, 1.1, 96.2, 0.9, -5.0, 0.93, 14.2, 12.8, -6.5, 6.5
(24) OCCNc1ncnc2c1c(-c1ccccc1)c(-c1ccccc1)n2Cc1ccco1
 : 0.8, 1, 99.6, 0.7, -0.9, 0.9, 26.4, 8.7, -2.5, 2.6
(25) O=C(CCNS(=O)(=O)c1cccc2nonc12)NC1CCCCC1
 : 3.6, 1, 104.4, 1, -4.6, 1.12, 1.7, 18.8, -5.7, 5.7
(26) COc1ccc(NC(=S)NCCC2=CCCCC2)cc1OC
 : 4.7, 1, 104.6, 0.9, -3.5, 1.24, 11.7, -10.9, -8.3, 8.3
(27) COCCNC(=O)C(=O)NCC1OCCCN1S(=O)(=O)c1cccs1 (centres undefined)
 : 5.8, 1, 92.8, 1, -1.3, 0.99, 3.2, -5.8, 5.5, -5.5
(28) CCn1c(C)nc2cc(C(=O)NNC(=S)Nc3ccc(OC)cc3)ccc21
 : -0.4, 1, 110.9, 1, 1.8, 1.33, -4.2, -6.8, 2.5, -2.5
(29) CCOc1ccc(NC(=O)N(C2CCCCC2)C(C)c2cccnc2)cc1 (centres undefined)
 : 15.7, 1, 102.6, 0.8, -1.1, 1.09, 17.8, -5.7, 5.3, -5.3
(30) CCOc1cccc(NC(=O)CC#N)c1
 : 18.1, 1.1, 100.8, 0.8, -5.2, 0.99, 20.8, 9.4, -15.8, 15.8

Value order: G6PDH CS, FLuc stim CS, STAT1 act, Diaphorase act, FLuc inhib CS, NF-kB neuron act, Diaphorase inh, TLR4 MyD88 comp, APP transl inh, APP 5'UTR act
(31) O=C1CSC2=NCN(c3ccc4c(c3)OCO4)CN12
 : 5.4, 1, 107.8, 0.8, -1.9, 1.73, 15.6, 1.0, -68.9, 68.9
(32) O=C(Nc1ccc2ccccc2c1)c1cccnc1
 : 6.7, 0.7, 137.0*, 1, 25.9, 5.01*, -2.2, -6.9, -125.4, 125.4
(33) O=c1oc2cc(Oc3c([N+](=O)[O-])cc(C(F)(F)F)cc3[N+](=O)[O-])ccc2c2c1CCCC2
 : 4.1, 1, 98.7, 0.8, -4.0, 1.02, 19.2, -14.7, -8.2, 8.2
(34) COc1cc(/C=N/NC(=O)c2cc3ccccc3cc2O)ccc1OCCN1CCCCC1
 : -2.8, 1, 102.3, 0.1, -0.2, 0.85, 89.3*, -1.3, 0.8, -0.8
(35) CSc1nsc(SCC(=O)Nc2nc3ccccc3s2)n1
 : 5.6, 1.1, 100.7, 0.8, -6.1, 1.16, 16.3, -14.8, 10.3, -10.3
(36) c1ccc(-c2cn3c(n2)CCc2ccc4cccnc4c2-3)cc1
 : 38.5, 1, 90.9, 0.8, -3.8, 0.48, 20.6, 4.4, -1.1, 1.1
(37) CC(=O)NCCNC(=O)CNC(=O)c1ccc(Cl)cc1
 : -7.2, 1, 100.1, 1, -3.4, 1.08, 2.6, -2.5, 1.0, -1.0
(38) Nn1c(SCc2nc3ccccn3c2Br)nnc1-c1cccnc1
 : -1.1, 1, 102.1, 0.9, -3.2, 1.05, 6.8, 9.0, -2.9, 2.9
(39) CC(=O)Nc1ccc(C(=O)OCc2ccccc2Br)cc1
 : 7.5, 1.1, 116.3, 0.8, -8.3, 1.18, 20.6, 5.8, 8.8, -8.8
(40) N=C1C(c2nc3ccccc3s2)=C(O)CN1NC(=O)c1c[nH]c2ccccc12
 : 3.9, 1, 84.2, 1.2, -4.9, 1.03, -19.0, 14.0, 3.2, -3.2

Value order: G6PDH CS, FLuc stim CS, STAT1 act, Diaphorase act, FLuc inhib CS, NF-kB neuron act, Diaphorase inh, TLR4 MyD88 comp, APP transl inh, APP 5'UTR act
(41) COc1ccc(O)c(/C=N/n2c(-c3ccco3)csc2=Nc2cccnc2)c1
 : -20.6, 1, 103.8, 0.9, -2.7, 0.96, 14.7, -4.1, -1.1, 1.1
(42) CN(C)CCSc1nnc(-c2ccccc2)o1
 : -16.4, 1.1, 114.8, 0.9, -8.2, 1.81, 9.1, 4.9, -29.3, 29.3
(43) COc1ccc(CC(=O)Nc2cc(C)c3c(=O)oc4ccccc4c3n2)cc1
 : -68.4, 1, ·, 0.9, -2.3, ·, 12.8, ·, ·, ·
(44) CCOc1ccc(NC(=O)C2CC(=O)OC2c2ccccc2)cc1 (centres undefined)
 : 16.7, 1.1, 100.3, 1, -6.8, 1.07, 2.0, 11.1, 3.2, -3.2
(45) O=C(c1c[nH]c2ccccc12)N1CCOCC1
 : 7.9, 1, 100.0, 1.1, 1.4, 1.04, -9.7, 0.7, -7.3, 7.3
(46) O=C(NC1(C(F)(F)F)C(=O)Nc2c1c(=O)[nH]c(=O)n2-c1ccccc1)c1cccnc1 (centres undefined)
 : 8.2, 1, 103.8, 0.9, -3.6, 1.05, 13.6, -12.1, 7.9, -7.9

Compounds as they come; about 5.6% have a hit in one of these screens.
